Source: PubChem BioAssay
HRas wt GTP: modulators of GTP binding to human HRas wildtype; P01112; GST-Ras wt beads, Bodipy-FL-GTP binding, flow cytometry; actives lie on both sides; GTP binding activity, % at 10 µM; 190,000 tested, 0.14% active;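 active = GTP binding activity at least 20% away from the 100% baseline, either lowered as inhibitor or raised as activator; inconclusive = flagged as likely green fluorescent, judged across all proteins in the well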;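 note: 0% = unlabeled GTP competition control and 100% = no-compound control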
Target sequence (P01112 whole entry, looked up): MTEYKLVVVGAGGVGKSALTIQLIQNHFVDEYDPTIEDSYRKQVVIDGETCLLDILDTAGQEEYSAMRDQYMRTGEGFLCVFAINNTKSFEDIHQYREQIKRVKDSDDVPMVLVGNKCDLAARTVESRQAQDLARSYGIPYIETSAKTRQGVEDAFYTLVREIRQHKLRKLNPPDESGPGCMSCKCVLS
Mcl1 Noxa PPI: disrupts binding of human Mcl-1 to Noxa peptide | AID 1022 | inhibition, % at 21.7 µM | TR-FRET Mcl-1/Noxa peptide binding, 2 h | Q07820 | 220,000 tested, 1.5% active;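 active = compounds that cut the protein-peptide binding signal by more than 50% relative to plate controls in a single-dose test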;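 note: His-tagged Mcl-1 with rhodamine Noxa BH3 peptide and terbium anti-His antibody; 0% = Mcl-1 plus Noxa peptide wells and 100% = peptide-only wells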
Target sequence (Q07820 whole entry, looked up): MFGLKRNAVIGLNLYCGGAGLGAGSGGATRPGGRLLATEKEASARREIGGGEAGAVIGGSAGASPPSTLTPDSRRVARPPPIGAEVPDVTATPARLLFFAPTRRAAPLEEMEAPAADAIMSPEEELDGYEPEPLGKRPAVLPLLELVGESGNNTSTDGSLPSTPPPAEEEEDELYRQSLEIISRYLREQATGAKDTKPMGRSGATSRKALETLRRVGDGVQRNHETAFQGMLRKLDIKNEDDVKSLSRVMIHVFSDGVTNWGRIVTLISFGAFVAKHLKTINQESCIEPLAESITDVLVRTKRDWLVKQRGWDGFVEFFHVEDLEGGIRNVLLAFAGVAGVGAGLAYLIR
Cdc42 wt GTP: modulators (inhibitors or activators) of GTP binding to human Cdc42 wildtype | AID 761 | 190,000 tested, 0.2% active | percent activity (GTP binding), % at 10 µM | P60953 | GST-Cdc42 beads, Bodipy-GTP binding, flow cytometry; actives lie on both sides;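 active = percent activity GTP binding at least 20 points away from the 100% baseline, either down as inhibitor or up as activator; inconclusive = compound flagged as likely green fluorescent from well-wide comparison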;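 note: median bead fluorescence of bound Bodipy-FL-GTP at 100 nM; 0% = excess unlabeled GTP control and 100% = no compound control; below 100% means less GTP binding so inhibitor and above means activator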
Target sequence (P60953 whole entry, looked up): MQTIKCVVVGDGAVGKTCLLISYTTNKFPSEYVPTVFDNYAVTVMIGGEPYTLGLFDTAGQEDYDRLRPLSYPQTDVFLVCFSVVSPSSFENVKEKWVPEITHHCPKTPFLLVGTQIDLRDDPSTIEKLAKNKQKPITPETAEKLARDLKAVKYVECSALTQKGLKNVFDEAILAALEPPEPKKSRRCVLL
Rac1 wt modul: modulators of human Rac1 wildtype GTP binding; GTP binding activity (% of control), % at 10 µM; AID 757; GST-Rac1 beads, fluorescent GTP binding, flow cytometry; actives lie on both sides; 0 = cold GTP competed, 100 = untreated; 190,000 tested, 0.27% active;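 active = GTP binding activity at least 20 points away from the 100% control level, either lower or higher; inconclusive = compound flagged as likely green fluorescent, judged across all proteins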
ABCG2 inh: blocks JC-1 efflux by human ABCG2 transporter | inhibition, % at 6.6 µM | 190,000 tested, 0.1% active | AID 1325 | IgMXP3 cells, flow cytometry;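 active = inhibition above 80%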;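 note: 0% = DMSO and 100% = nicardipine control wells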
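Test system: ABCG2 IgMXP3 and barcoded ABCB1 CCRF-Adr cell mix; Schedule: cells with compound and JC-1, 10 min at 25 °C, rotating, no wash; Technique: flow cytometry of retained JC-1 fluorescence; Measure: % inhibition of efflux relative to nicardipine and DMSO; Controls: nicardipine high and DMSO low controls.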
ABCB1 block: blocks JC-1 efflux by human ABCB1 transporter; P08183; CCRF-Adr cells, flow cytometry; inhibition, % at 6.6 µM; 190,000 tested, 0.067% active; in the data active = inhibition above about 40%;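 note: 0% = vehicle and 100% = reference inhibitor; higher value means more JC-1 retained so stronger ABCB1 efflux block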
Rab7 wt GTP bind: modulators of GTP binding to dog Rab7 wildtype GTPase; GST-Rab7 beads, fluorescent GTP binding, flow cytometry; actives lie on both sides; untreated = 100%, excess cold GTP = 0%; GTP binding activity (percent of control), % at 10 µM; 190,000 tested, 0.055% active; AID 758;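 active = fluorescent GTP binding to Rab7 beads changed by at least 20 points from the 100% baseline, either direction, mostly lower; inconclusive = compound itself probably fluorescent, or too few beads counted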;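 note: median green fluorescence of bound Bodipy-FL-GTP per Rab7 bead population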
Rac1 act GTP bind: modulators of GTP binding to human Rac1 activated mutant; AID 764; P63000; GST-Rac1 activated beads, fluorescent GTP binding, flow cytometry; actives lie on both sides; 100% means binding = to untreated wells; percent activity (GTP binding), % at 10 µM; 190,000 tested, 0.11% active;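 active = GTP binding at least 20 percentage points away from the 100% baseline, in either direction, so actives lie on both sides; inconclusive = Compound likely fluorescent itself, or too few beads counted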
Pf gametocyte: P. falciparum stage V gametocyte viability inhibition | inhibition, % at 10.9 µM | P. falciparum stage V gametocytes, ATP luminescence, 24 h | 150,000 tested, 0.065% active;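 active = inhibition above the mean plus 3 SD of compounds within the control limits, set per campaign, cut at about 38% in these data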;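 note: 0% = DMSO wells and 100% = medium only without gametocytes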
Rab2A wt mod: changes GTP binding to wildtype dog Rab2A, up or down; GTP binding activity, % at 10 µM; AID 760; P61105; 190,000 tested, 0.19% active; GST-Rab2 wt beads, Bodipy-GTP binding, flow cytometry;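 active = GTP binding activity at least 20 points away from 100%, either lowered or raised; inconclusive = signal likely due to the compound's own green fluorescence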;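 note: 0% = beads with excess unlabeled GTP and 100% = no-compound control corrected for plate trend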
Avidin bead fluor: avidin bead compound fluorescence profile | Avidin beads, compound fluorescence 488/530 nm, flow cytometry; stronger effect = higher value | fluorescence (KMESF) at 10 µM | 220,000 tested, 0.38% active | AID 1775; in the data active = fluorescence above about 47; note: inactives centre near 10
An asterisk follows results filed as active; ? = inconclusive; · = no result given; & = joins results of further samples.

Structure	HRas wt GTP	Mcl1 Noxa PPI	Cdc42 wt GTP	Rac1 wt modul	ABCG2 inh	ABCB1 block	Rab7 wt GTP bind	Rac1 act GTP bind	Pf gametocyte	Rab2A wt mod	Avidin bead fluor
Cc1ccc(NC(=O)Cc2nc(CCl)cs2)cc1	98	20	100	102	12	0.1	98	98	·	95	12
CC(C)[C@H](NC(=O)c1ccccc1)C(=O)OCC(=O)N1CCc2ccccc2C1	98	-9	97	101	9	1.5	97	96	8	101	7
CCOC(=O)/C(C#N)=C1/C=C(C)NC(c2ccccc2O)=N1	97	37	100	96	4	0.3	95	97	·	97	15
Cc1ccc(Cn2ncc3c(N4CCN(c5ccc(C)cc5)CC4)ncnc32)cc1	99	-2	100	103	20	1.4	104	97	·	98	25
COc1cccc(CN(C)CC(=O)NC(=O)NCc2ccccc2)c1	102	3	102	105	1	0.7	105	100	·	99	13
CC(C)(C)NC(=O)CSc1nnc(-c2ccccn2)n1-c1ccccc1	101	17	102	104	1	0.4	103	100	·	102	8
CCNc1nc(NCC)n2c(SCC(=O)c3ccccc3Cl)nnc2n1	100	9	98	100	6	0.9	98	101	·	98	24
O=S(=O)(/C=C/c1ccccc1)NCCc1ccccn1	100	70*	100	96	0	0.4	100	99	·	100	16
COc1ccc(-c2nnc(N(C)C(=O)C3CCCO3)s2)cc1 (centres undefined)	102	-5	104	108	1	-0.1	101	99	·	100	20
O=C(O)CSc1nc2c(c(C(F)(F)F)n1)CCCC2	97	4&-6	96	95	0	-0.1	98	94	29&16	99	6&23
CS(=O)(=O)N(CC(=O)N1CCOCC1)c1ccc2c(c1)OCO2	101	5	103	104	-4	-0.9	102	101	·	102	5
COc1ccc(C(CC(=O)O)NC(=O)c2cc3cc(Br)ccc3oc2=O)cc1OC (centres undefined)	83	2	77*	80	0	-0.2	83	76*	·	76*	23
COCC(C)n1c(SCC(=O)N(C)C2CCS(=O)(=O)C2)nc2ccccc2c1=O (centres undefined)	99	10	100	102	1	0.3	102	101	19	98	14
CCCCCCCCCCNC(=O)C(=O)Nc1ccccn1	98	-3	98	102	2	0.3	96	101	·	98	11
CCOC(=O)CSc1nc2cc(C)ccc2cc1C#N	93	10	92	87	5	0.3	102	95	·	98	9
CC(=O)c1cccc(NC(=O)COC(=O)C2=COCCO2)c1	96	6	95	97	1	-0.1	98	94	-15	96	10
O=C(c1ccc(Cl)cc1)c1oc2ccccc2c1CS(=O)(=O)c1ccccc1	96	-9	97	103	12	1.4	96	99	·	95	11
COc1ccc(NCc2ccc3c(c2)OCO3)cc1Cl	94	17	96	94	3	0.2	95	94	·	93	9
CN(C)c1oc(-c2ccccc2Cl)nc1S(=O)(=O)c1ccccc1	97	14	98	102	-1	-0.8	97	94	·	97	7
CCOC(=O)c1ccc2c(c1)nc(SCC(=O)c1ccco1)n2CC	104	25	107	109	2	0.7	102	101	-10	103	5
Cc1cc(C)n2nc(SCN3C(=O)c4ccccc4C3=O)nc2n1	?	38	?	?	0	0.4	?	?	·	?	15
O=C(CSc1ncnc2[nH]ncc12)Nc1nc(-c2ccc(F)c(F)c2)cs1	99	-46	100	97	8	0.8	107	95	13	96	9
COc1ccc(Cl)cc1NC(=S)Nc1ccc(Cl)cn1	95	4	96	94	2	-0.1	95	93	2	94	9
Cc1ccc(C(=O)Nc2ccon2)cc1S(=O)(=O)N1CCCC1	100	12	101	101	4	0.7	100	97	12	100	10
O=C(CC1C(=O)NCCN1Cc1ccc(-c2ccccc2)cc1)NCCCn1cccn1 (centres undefined)	?	14	?	?	2	0.1	?	?	4	?	9
COc1ccccc1N1CCN(CC(=O)N2N=CCC2c2ccccc2)CC1 (centres undefined)	100	-12	101	100	6	0.8	97	99	12	99	11
c1cc(Nc2ncnc3sccc23)cc(-c2nnc3n2CCCCC3)c1	99	20	102	102	3	0.2	95	99	-31	95	7
Oc1ccc(/C=N/NC(=S)Nc2cccnc2)cc1O	98	59*	103	101	-5	-0.4	99	101	0	97	11
Cc1ccc(-c2ccc(/C=N/NC(=O)CN3CCCC3)o2)cc1Cl	?	24	?	?	2	0.3	?	?	·	?	13
CCOC(=O)C1CCCN(C2CC(=O)N(c3ccccc3)C2=O)C1 (centres undefined)	102	8	110	97	18	0.8	98	96	5	109	10
CNC(=O)c1[nH]cnc1C(=O)Nc1cccc(OC)c1	98	-10	98	101	-3	-3.5	97	98	7	95	7
CSc1nc(Cl)cc(N(CCO)CCO)n1	98	5	100	95	2	0.3	96	96	9	98	36
COc1cc(SC)ccc1C(=O)N(C)Cc1ccccc1	99	0	98	95	1	0.4	98	95	-27	98	10
CCNc1nc(NCC)nc(C(=O)NN)n1	104	75*	105	106	0	-0.2	101	100	·	101	8
Cc1ccc(NS(=O)(=O)c2cn(C)cn2)cc1	101	8	105	105	0	0.0	103	100	9	99	24
O=C1C2C3C=CC(C3)C2C(=O)N1/N=C/c1ccc(-c2ccccc2[N+](=O)[O-])o1 (centres undefined)	105	31	103	105	0	0.0	103	100	·	101	4
COc1ccccc1NC(=O)NC1(C(=O)N2CCCCCC2)CCCCC1	96	-15	91	97	3	0.7	96	95	·	95	4
O=C1CCCCCN1C(=O)c1cccc(C(=O)N2CCCCCC2=O)c1	96	·	95	91	6	0.8	94	92	·	95	10
CC(C)C(NS(=O)(=O)c1ccc2c(c1)OCCCO2)C(=O)O (centres undefined)	98	9	101	102	4	0.0	99	96	1	97	22
O=C(O)CCC(=O)OCC1CCCO1 (centres undefined)	98	9	99	97	3	0.7	99	97	·	97	37
COc1ccc(C)cc1-n1nnnc1SCC1CCCCO1 (centres undefined)	96	8	98	95	0	0.2	95	96	·	97	6
CC(C)OC(=O)c1cc(NC(=O)C2C3CCC(O3)C2C(=O)O)cc(C(=O)OC(C)C)c1 (centres undefined)	101	-5	100	99	4	0.7	100	99	·	99	43
COc1ccc(N)cc1-n1c(C)ccc1C	96	21	99	98	1	0.2	100	96	-3	99	5
O=c1c2[nH]c3ccccc3c2ncn1CCN1CCNCC1	99	3	99	97	5	1.6	94	95	0	97	10
Cc1ccc(NS(=O)(=O)c2cc(C(=O)NCCSC3CCCCC3)ccc2C)cc1	101	7	99	102	2	0.6	102	97	·	100	10
Cn1nnnc1SCC(=O)N1c2ccccc2Sc2ccccc21	102	-4	101	105	8	0.2	99	100	0	103	27
COc1ccc(CCCc2nnc(SCC(=O)Nc3nc(C)cs3)n2C)cc1	101	11	99	100	5	0.9	103	101	-9	99	9
COc1ccc(C2=C(O)C(C)N(c3ccccc3)C2=N)cc1OC (centres undefined)	97	-13	96	95	2	0.6	98	95	·	95	53*
COc1ccc(N(CCCN2C(=O)c3cccc4cccc(c34)C2=O)C(=O)c2cccc(OC)c2)cc1	100	13	103	103	57	15	99	98	14	99	24
Cc1cc(C)nc(NS(=O)(=O)c2ccc(Br)s2)c1	100	26	99	104	0	0.0	99	102	·	102	8
COc1ccc(S(=O)(=O)N2Cc3ccccc3CC2C(=O)Nc2nccs2)cc1OC (centres undefined)	101	8	104	106	16	3.3	98	101	·	101	26
CCCn1c(-c2ccc(OC)cc2)nc2nc3ccccc3nc21	93	7	94	91	10	1.6	94	94	·	92	8
Cc1cc(C)c2c(N)c(C(=O)N3CCN(c4ncccn4)CC3)sc2n1	99	5	100	102	30	2.3	96	100	0	98	26
Cc1ccc(C)c(N2CCN(C(=S)Nc3ccc4nc(N5CCOCC5)cc(C)c4c3)CC2)c1	96	24	93	102	2	0.0	99	94	-33	93	24
COc1ccc(-c2ccc3ccccc3n2)cc1	99	13	96	104	11	0.9	106	96	-11	101	9
Cc1ccc[n+](C2C(c3ccc([N+](=O)[O-])cc3)C(C#N)=C([S-])NC2(O)C2CC2)c1 (centres undefined)	95	43	94	96	3	-0.2	95	93	12	94	2

The listing continues.
Structure	HRas wt GTP	Mcl1 Noxa PPI	Cdc42 wt GTP	Rac1 wt modul	ABCG2 inh	ABCB1 block	Rab7 wt GTP bind	Rac1 act GTP bind	Pf gametocyte	Rab2A wt mod	Avidin bead fluor
CSc1ccc(CNc2nnnn2C)cc1	99	10	104	100	4	0.1	91	98	7	97	10
COc1ccc(-c2nnc(SCC(=O)NCC3CCCO3)n2C)cc1 (centres undefined)	97	9	97	98	6	0.9	104	96	15	97	6
Cc1ccc(Oc2c(C(N)=O)cc([N+](=O)[O-])cc2[N+](=O)[O-])cc1	96	13	94	97	1	0.2	93	90	-11	94	1
Cc1ccc(N2CCN(c3cc(C)nc4nc(C)nn34)CC2)c(C)c1	94	1	96	93	13	1.1	98	95	·	94	6
COc1ccccc1C(=O)C1CCCN(C(=O)c2ccc3c(c2)OCCO3)C1 (centres undefined)	102	10	97	100	2	0.4	102	96	0	100	12
CCCCC(=O)Nc1ccc(N2CCN(C(=O)CC)CC2)cc1	103	8	101	103	2	-0.3	102	96	8	97	12
CC(=O)c1sc(NC(=O)c2ccc(F)cc2)nc1-c1ccccc1	104	20	100	100	1	-0.1	106	100	19	102	22
CC(C)n1nc(C(=O)Nc2nc3ccc(S(C)(=O)=O)cc3s2)c2ccccc2c1=O	101	9	103	107	7	0.5	102	98	·	102	24
CSc1ncc(C(C)=O)c(C)n1	100	-3	98	104	2	0.7	107	98	4	100	9
Cc1cc(C)c2nc(SC3CCOC3=O)cc(C)c2c1 (centres undefined)	90	7	96	90	8	0.7	90	96	-16	93	7
COc1ccc(/C=C/C(=O)Nc2nc(C)cc(C)n2)cc1OC	99	15	98	95	5	0.6	98	97	·	100	20
CC(C)(C)C(=O)NC1CCN(S(=O)(=O)c2ccc(C(F)(F)F)cc2)CC1	98	-9	99	100	23	0.0	97	99	-8	99	14
O=C(Cc1ccccc1)NNC(=O)C1CCCC1	?	-11	?	?	1	0.5	?	?	-14	?	23
O=C(Nc1ccc(N2CCCCC2)c(Cl)c1)c1ccc(N2CCOCC2)c([N+](=O)[O-])c1	103	-5	103	100	-1	-3.0	104	99	·	103	11
CCCCC(=O)Nc1ccc(C(=O)N2CCC(C(=O)OCC)CC2)cc1	98	17	98	100	0	0.1	95	96	20	98	3
